Compound activity from PubChem BioAssay.
TIM10 inh: growth inhibitors of isogenic TIM10 control yeast, primary screen, counter-screen for tim10-1 yeast inhibitor project, luminescence, uHTS. inhibition, % at 10 µM. S. cerevisiae TIM10 strain growth, BacTiter-Glo luminescence, 24 h. AID 463195, 2010. actives 1.4% (n = 330,000);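 active means inhibition of 40% or more at the single tested concentration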;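 further: wild-type TIM10 isogenic control strain grown at permissive 25 °C; 0% = DMSO yeast wells and 100% = minimal medium wells without yeast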
tim23-1 inh: growth inhibitors of tim23-1 mutant yeast, primary screen, luminescence, uHTS | inhibition, % at 20 µM | actives 1.3% (n = 330,000) | AID 463212, 2010 | S. cerevisiae tim23-1 growth, BacTiter-Glo luminescence, 24 h;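 active means growth inhibition of the mutant yeast at or above 50%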;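 further: temperature-sensitive mutant grown at 25 °C; plate controls were DMSO-treated mutant yeast for no effect and medium wells lacking yeast for full effect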
Mdm2-MdmX inh: inhibitors of human Mdm2-MdmX association, primary screen, cell-based, luminescence, split luciferase, SaOS-2, uHTS | Protein Mdm4 (Homo sapiens) + E3 ubiquitin-protein ligase Mdm2 (Homo sapiens), … | SaOS-2 split-luciferase Mdm2/MdmX complementation | inhibition, % at 8 µM | actives 3% (n = 330,000) | AID 485346, 2010;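 active means inhibition of at least 50% at 8 µM in the primary screen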
Target sequence (O15151 whole entry, looked up): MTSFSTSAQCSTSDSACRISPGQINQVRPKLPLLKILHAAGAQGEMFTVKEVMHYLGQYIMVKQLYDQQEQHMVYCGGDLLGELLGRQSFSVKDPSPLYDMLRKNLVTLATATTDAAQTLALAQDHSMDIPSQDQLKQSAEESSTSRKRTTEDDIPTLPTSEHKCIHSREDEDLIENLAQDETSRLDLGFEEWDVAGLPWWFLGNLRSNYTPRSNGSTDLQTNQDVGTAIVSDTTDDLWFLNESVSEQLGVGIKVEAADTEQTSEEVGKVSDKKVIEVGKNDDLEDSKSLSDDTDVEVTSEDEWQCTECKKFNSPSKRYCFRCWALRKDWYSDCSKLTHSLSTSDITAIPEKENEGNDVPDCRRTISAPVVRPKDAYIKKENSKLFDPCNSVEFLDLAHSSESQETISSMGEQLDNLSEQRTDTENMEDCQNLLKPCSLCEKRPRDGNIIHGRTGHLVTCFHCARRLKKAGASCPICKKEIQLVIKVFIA
Target sequence (Q00987 whole entry, looked up): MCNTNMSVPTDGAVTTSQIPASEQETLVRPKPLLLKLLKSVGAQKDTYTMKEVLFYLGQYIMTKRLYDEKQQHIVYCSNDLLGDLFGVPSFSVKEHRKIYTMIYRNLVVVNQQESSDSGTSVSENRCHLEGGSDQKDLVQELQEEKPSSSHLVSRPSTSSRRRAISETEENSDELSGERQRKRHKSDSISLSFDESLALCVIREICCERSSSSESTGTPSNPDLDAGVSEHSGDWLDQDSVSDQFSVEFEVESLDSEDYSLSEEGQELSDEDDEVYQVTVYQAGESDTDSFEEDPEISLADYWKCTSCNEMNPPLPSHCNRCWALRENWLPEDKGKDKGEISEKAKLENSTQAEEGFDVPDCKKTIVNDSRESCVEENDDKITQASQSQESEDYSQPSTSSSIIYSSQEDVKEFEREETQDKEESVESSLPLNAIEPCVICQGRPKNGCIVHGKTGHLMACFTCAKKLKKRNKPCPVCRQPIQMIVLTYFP
UPR CHOP act: activators of apoptotic CHOP UPR arm, primary screen, cell-based, CHO-CHOP luciferase reporter, luminescence, uHTS; actives 0.34% (n = 330,000); activation, % at 10 µM; UPR activation; percent of tunicamycin response over DMSO baseline; AID 449763, 2010;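 active means at 10 µM dose, activation of 40% or more, normalized to positive control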;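 further: 100% = tunicamycin at 10 µg/mL and 0% = DMSO alone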
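Assay system: CHO cells with stable CHOP pathway luciferase reporter; Buffer or medium: F12 plus 10% serum; Times: 16-18 h cell attachment, then 6 h compound exposure, 37 °C; Signal: luciferase luminescence; Read-out basis: percent activation relative to tunicamycin control; Control set: tunicamycin high control, DMSO low control.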
697 NFkB inh: inhibitors of PMA/ionomycin-induced NF-kB reporter, 697 cells, primary screen, B-cell NF-kB inhibitor project, cell-based, luminescence, uHTS; 697 B-cell NF-kB luciferase reporter, 16 h; inhibition, % at 4 µM; actives 0.33% (n = 330,000); in the data active means inhibition above about 35%
tim10-1 inh: growth inhibitors of tim10-1 mutant yeast, primary screen, luminescence, uHTS | actives 2.2% (n = 330,000) | S. cerevisiae tim10-1 ts strain growth, BacTiter-Glo, 24 h | inhibition, % at 20 µM;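 active means inhibition of at least 40%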;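 further: mutant grown at 25 °C; 0% = DMSO wells with yeast and 100% = wells holding no yeast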
Jurkat NFkB inh: inhibitors of induced NF-kB luciferase reporter, primary screen, TCR NF-kB activation inhibitor project, cell-based, luminescence, uHTS. Jurkat, PMA/ionomycin-induced NF-kB luciferase reporter. inhibition, % at 4 µM. actives 0.53% (n = 330,000); in the data active means inhibition above about 50%
XBP1 UPR activ: activators of adaptive XBP1 UPR arm, primary screen, cell-based, CHO-XBP1 luciferase reporter, luminescence, uHTS; IRE1-XBP1 UPR activation; percent of tunicamycin response, DMSO as zero; activation, % at 20 µM; actives 0.33% (n = 330,000);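 active means versus positive control, 20 µM dose yields 30% or more activation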;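 further: 100% = tunicamycin at 10 µg/mL and 0% = DMSO only wells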
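Material: CHO-XBP1 cells stably carrying IRE1-XBP1-driven luciferase reporter | Medium: F12 with 10% serum | Compound dosing: 20 µM single concentration, DMSO 1% | Incubation: Overnight seeding at 37 °C, 6 h compound treatment at 37 °C | Detection: Steady-Glo luminescence read | Read-out basis: % activation of reporter signal versus tunicamycin and DMSO controls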
* marks the source's active call; other numbers are inactive results.

What do the screens show for `Cc1ccccc1C(=O)NC(C)c1ccc2c(c1)CCCC2` (stereo unspecified)?
TIM10 inh: -7; tim23-1 inh: 0; Mdm2-MdmX inh: 8; UPR CHOP act: 0.7; 697 NFkB inh: -10; tim10-1 inh: 5; Jurkat NFkB inh: -20; XBP1 UPR activ: -1

How did CCC(C)C(NC(N)=O)C(=O)NC1CCC(C)CC1 (stereo unspecified) do in these assays?
TIM10 inh: -2; tim23-1 inh: 4; Mdm2-MdmX inh: -26; UPR CHOP act: 0.7; 697 NFkB inh: -15; tim10-1 inh: 11; Jurkat NFkB inh: -14; XBP1 UPR activ: -2

What do the screens show for `O=C(O)c1cc(S(=O)(=O)N2CC3CC3C2C(=O)O)c(Cl)cc1Cl` (stereo unspecified)?
TIM10 inh: 10; tim23-1 inh: 6; Mdm2-MdmX inh: 17; UPR CHOP act: 1.1; 697 NFkB inh: 4; tim10-1 inh: 8; Jurkat NFkB inh: -4; XBP1 UPR activ: -2

What do the screens show for `O=S(=O)(c1ccc(Cl)s1)N1CCC(Cc2ccccc2)CC1`?
TIM10 inh: 23; tim23-1 inh: 17; Mdm2-MdmX inh: 11; UPR CHOP act: -1.0; 697 NFkB inh: 19; tim10-1 inh: 21; Jurkat NFkB inh: 4; XBP1 UPR activ: -1

Results for COc1ccc(NS(=O)(=O)c2cccc(C(=O)NCC(c3ccc(F)cc3)N3CCOCC3)c2)cc1 (stereo unspecified) ?
TIM10 inh: 3; tim23-1 inh: -4; Mdm2-MdmX inh: 17; UPR CHOP act: 0.8; 697 NFkB inh: -24; tim10-1 inh: -6; Jurkat NFkB inh: -8; XBP1 UPR activ: -6

Results for CCNC(=S)N1CCN(CC(=O)Nc2ccc(Br)cc2)CC1 ?
TIM10 inh: -15; tim23-1 inh: 6; Mdm2-MdmX inh: 1; UPR CHOP act: 0.1; 697 NFkB inh: 9; tim10-1 inh: 9; Jurkat NFkB inh: -8; XBP1 UPR activ: 1

Results for O=S(=O)(c1ccccc1)N1CCN=C1SCc1c(F)cccc1Cl ?
TIM10 inh: -7; tim23-1 inh: 30; Mdm2-MdmX inh: 22; UPR CHOP act: 0.7; 697 NFkB inh: -11; tim10-1 inh: 17; Jurkat NFkB inh: 4; XBP1 UPR activ: 1

What do the screens show for `CCC(C)(C)n1nnnc1C(c1ccncc1)N1CCC(C)CC1` (stereo unspecified)?
TIM10 inh: 20; tim23-1 inh: 14; Mdm2-MdmX inh: -10; UPR CHOP act: -0.9; 697 NFkB inh: 4; tim10-1 inh: 17; Jurkat NFkB inh: 17; XBP1 UPR activ: -4

How did N#CC1=C(N)SC(N)=C(C#N)C1c1ccc(C(F)(F)F)cc1 do in these assays?
TIM10 inh: -2; tim23-1 inh: 11; Mdm2-MdmX inh: 24; UPR CHOP act: -3.0; 697 NFkB inh: 3; tim10-1 inh: 16; Jurkat NFkB inh: 4; XBP1 UPR activ: 0

Results for O=C(COC(=O)CNC(=O)C1CCCCC1)Nc1ccc(Br)cc1Br ?
TIM10 inh: 10; tim23-1 inh: 21; Mdm2-MdmX inh: -16; UPR CHOP act: 0.0; 697 NFkB inh: -16; tim10-1 inh: 9; Jurkat NFkB inh: -5; XBP1 UPR activ: -1

Next part, overlapping the part above by two compounds.
How did N#CC1=C(N)SC(N)=C(C#N)C1c1ccc(C(F)(F)F)cc1 do in these assays?
TIM10 inh: -2; tim23-1 inh: 11; Mdm2-MdmX inh: 24; UPR CHOP act: -3.0; 697 NFkB inh: 3; tim10-1 inh: 16; Jurkat NFkB inh: 4; XBP1 UPR activ: 0

Results for O=C(COC(=O)CNC(=O)C1CCCCC1)Nc1ccc(Br)cc1Br ?
TIM10 inh: 10; tim23-1 inh: 21; Mdm2-MdmX inh: -16; UPR CHOP act: 0.0; 697 NFkB inh: -16; tim10-1 inh: 9; Jurkat NFkB inh: -5; XBP1 UPR activ: -1

What do the screens show for `Cc1cc(=O)oc(C)c1C(=O)Nc1cnc2ccccc2c1`?
TIM10 inh: -2; tim23-1 inh: 13; Mdm2-MdmX inh: -8; UPR CHOP act: 0.9; 697 NFkB inh: 14; tim10-1 inh: -1; Jurkat NFkB inh: 3; XBP1 UPR activ: 1

Results for CC1CCc2c(sc(NC(=O)c3ccc(Cn4cc(Br)cn4)o3)c2C(N)=O)C1 (stereo unspecified) ?
TIM10 inh: 8; tim23-1 inh: 25; Mdm2-MdmX inh: 9; UPR CHOP act: -0.7; 697 NFkB inh: -29; tim10-1 inh: 32; Jurkat NFkB inh: -24; XBP1 UPR activ: -4

How did CC1CCCN(Cc2csc(N)n2)C1 (stereo unspecified) do in these assays?
TIM10 inh: -8; tim23-1 inh: -4; Mdm2-MdmX inh: -14; UPR CHOP act: -0.6; 697 NFkB inh: 6; tim10-1 inh: 1; Jurkat NFkB inh: 1; XBP1 UPR activ: 3

What do the screens show for `CN(CC(N)=O)S(=O)(=O)c1ccc(F)cc1`?
TIM10 inh: 3; tim23-1 inh: 7; Mdm2-MdmX inh: -6; UPR CHOP act: 0.7; 697 NFkB inh: 8; tim10-1 inh: 9; Jurkat NFkB inh: 0; XBP1 UPR activ: 2

How did Cc1cccc(C)c1NC(=S)N/N=C/c1ccc(OCCC(C)C)cc1 do in these assays?
TIM10 inh: 16; tim23-1 inh: -6; Mdm2-MdmX inh: 26; UPR CHOP act: -0.6; 697 NFkB inh: -12; tim10-1 inh: 27; Jurkat NFkB inh: 7; XBP1 UPR activ: 1

What do the screens show for `COc1ccc(S(=O)(=O)N(C)C)cc1NCC(=O)Nc1ccc(F)cc1F`?
TIM10 inh: 11; tim23-1 inh: 3; Mdm2-MdmX inh: 5; UPR CHOP act: 1.1; 697 NFkB inh: 0; tim10-1 inh: 6; Jurkat NFkB inh: 11; XBP1 UPR activ: 0

What do the screens show for `CCCCNC(=O)c1onc(CSc2cccc3ccccc23)c1C(=O)O`?
TIM10 inh: 6; tim23-1 inh: 21; Mdm2-MdmX inh: 23; UPR CHOP act: 0.6; 697 NFkB inh: 9; tim10-1 inh: 9; Jurkat NFkB inh: 17; XBP1 UPR activ: -1

How did CCn1c(Cc2ccccc2)nnc1SCC(=O)OC(C)C do in these assays?
TIM10 inh: 0; tim23-1 inh: 13; Mdm2-MdmX inh: 10; UPR CHOP act: 1.3; 697 NFkB inh: -1; tim10-1 inh: 11; Jurkat NFkB inh: 13; XBP1 UPR activ: 2

Results for O=C(O)c1[nH]c2ccc(Cl)cc2c1CC(=O)N1CCN(c2ccccc2)CC1 ?
TIM10 inh: -4; tim23-1 inh: -2; Mdm2-MdmX inh: 21; UPR CHOP act: 0.0; 697 NFkB inh: 9; tim10-1 inh: -12; Jurkat NFkB inh: 4; XBP1 UPR activ: -3

How did C=C[C@H]1[C@H](O[C@@H]2O[C@H](CO)[C@@H](O)[C@H](O)[C@H]2O)OC=C2C(=O)OCC[C@]21O do in these assays?
TIM10 inh: -10; tim23-1 inh: -2; Mdm2-MdmX inh: 12; UPR CHOP act: -0.1; 697 NFkB inh: 15; tim10-1 inh: -12; Jurkat NFkB inh: 0; XBP1 UPR activ: -1

Results for Cc1nc(CS(=O)(=O)c2ccc(Cl)cc2)cc(Sc2ccccc2Cl)n1 ?
TIM10 inh: -33; tim23-1 inh: 8; Mdm2-MdmX inh: 9; UPR CHOP act: -1.0; 697 NFkB inh: -19; tim10-1 inh: 16; Jurkat NFkB inh: -7; XBP1 UPR activ: -4

What do the screens show for `NC(=O)c1ccsc1NC(=O)COC(=O)CSc1ccc(Cl)cc1`?
TIM10 inh: -21; tim23-1 inh: 18; Mdm2-MdmX inh: 7; UPR CHOP act: 0.4; 697 NFkB inh: -5; tim10-1 inh: 10; Jurkat NFkB inh: -16; XBP1 UPR activ: -2

Results for COc1ccc(NC(=O)c2cc(-c3ccco3)nc3ccccc23)cc1 ?
TIM10 inh: -12; tim23-1 inh: 2; Mdm2-MdmX inh: 37; UPR CHOP act: -0.4; 697 NFkB inh: -30; tim10-1 inh: -2; Jurkat NFkB inh: -22; XBP1 UPR activ: -3

What do the screens show for `COc1cccc(-c2nnc(NC(=O)c3ccccc3Br)o2)c1`?
TIM10 inh: 7; tim23-1 inh: 23; Mdm2-MdmX inh: 8; UPR CHOP act: 2.2; 697 NFkB inh: 1; tim10-1 inh: 5; Jurkat NFkB inh: 8; XBP1 UPR activ: 0

Results for CCC(CC)C(=O)NCCc1cc2c(C)ccc(C)c2[nH]c1=O ?
TIM10 inh: -10; tim23-1 inh: 6; Mdm2-MdmX inh: 2; UPR CHOP act: -0.9; 697 NFkB inh: -23; tim10-1 inh: 14; Jurkat NFkB inh: -8; XBP1 UPR activ: -4

What do the screens show for `COc1ccc(CCNC(=O)CSc2nc(=O)[nH]c3c2CCC3)cc1OC`?
TIM10 inh: -9; tim23-1 inh: 14; Mdm2-MdmX inh: 5; UPR CHOP act: 7.9; 697 NFkB inh: 6; tim10-1 inh: 2; Jurkat NFkB inh: 3; XBP1 UPR activ: 0

How did Cc1cc2c(=O)n(CC(=O)N3CCN(c4ccccc4)CC3)cnc2s1 do in these assays?
TIM10 inh: -3; tim23-1 inh: 12; Mdm2-MdmX inh: 26; UPR CHOP act: -0.4; 697 NFkB inh: -6; tim10-1 inh: -11; Jurkat NFkB inh: -12; XBP1 UPR activ: -1

Results for CCOC(=O)/C(C#N)=C/c1c(N2CCN(C)CC2)nc2c(C)cccn2c1=O ?
TIM10 inh: 0; tim23-1 inh: -1; Mdm2-MdmX inh: 4; UPR CHOP act: -0.6; 697 NFkB inh: 4; tim10-1 inh: -1; Jurkat NFkB inh: -18; XBP1 UPR activ: -1

Results for COc1cccc(/C=C/c2ccc3cccc(O)c3n2)c1OC ?
TIM10 inh: 17; tim23-1 inh: 17; Mdm2-MdmX inh: 70*; UPR CHOP act: 26; 697 NFkB inh: -153; tim10-1 inh: 23; Jurkat NFkB inh: -46; XBP1 UPR activ: 5

What do the screens show for `Nc1c(C(=O)Nc2ccc3c(c2)OCCO3)nnn1CCc1ccccc1`?
TIM10 inh: 11; tim23-1 inh: 21; Mdm2-MdmX inh: -6; UPR CHOP act: 2.0; 697 NFkB inh: -106; tim10-1 inh: 27; Jurkat NFkB inh: 32; XBP1 UPR activ: 2

How did O=S(=O)(NCC1CCCO1)c1ccc2oc3ccc(S(=O)(=O)NCC4CCCO4)cc3c2c1 (stereo unspecified) do in these assays?
TIM10 inh: -1; tim23-1 inh: -14; Mdm2-MdmX inh: 11; UPR CHOP act: -1.3; 697 NFkB inh: 26; tim10-1 inh: -6; Jurkat NFkB inh: 4; XBP1 UPR activ: -5

What do the screens show for `Cc1ccc(/C=C/C(=O)NC(C)c2ccccc2)cc1` (stereo unspecified)?
TIM10 inh: 0; tim23-1 inh: 32; Mdm2-MdmX inh: -5; UPR CHOP act: 2.6; 697 NFkB inh: 22; tim10-1 inh: 27; Jurkat NFkB inh: 9; XBP1 UPR activ: -1

By substructure, those above containing a cyano group (2)
How did N#CC1=C(N)SC(N)=C(C#N)C1c1ccc(C(F)(F)F)cc1 do in these assays?
TIM10 inh: -2; tim23-1 inh: 11; Mdm2-MdmX inh: 24; UPR CHOP act: -3.0; 697 NFkB inh: 3; tim10-1 inh: 16; Jurkat NFkB inh: 4; XBP1 UPR activ: 0

Results for CCOC(=O)/C(C#N)=C/c1c(N2CCN(C)CC2)nc2c(C)cccn2c1=O ?
TIM10 inh: 0; tim23-1 inh: -1; Mdm2-MdmX inh: 4; UPR CHOP act: -0.6; 697 NFkB inh: 4; tim10-1 inh: -1; Jurkat NFkB inh: -18; XBP1 UPR activ: -1
